# CAL PDZ FP-1 = inhibitors of human CAL PDZ peptide binding. AID 504414. purified CAL PDZ, TMR-peptide fluorescence polarization, 1 h. 0.02% of 330,000 active. inhibition, % at 20 µM. Q9HD26;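 active = highest replicate inhibition of at least 40%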;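 note: plate controls were DMSO neutral control wells for no effect and unlabeled competitor peptide control wells for full effect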
#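 Material: tagged CAL PDZ domain; buffer or medium: 25 mM sodium phosphate pH 7.4, 150 mM NaCl, TCEP, IgG, Thesit; compound dosing: single point, 20 µM; schedule: 1 h incubation at room temperature before polarization reading; measured by: FP readout, S and P plane fluorescence; read-out basis: percent inhibition from loss of millipolarization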
# Wnt bcat act = activates Wnt/beta-catenin signaling in a reporter cell assay | activator, plate reader | activation, % at 9.35 µM | 1.2% of 300,000 active | AID 743398; in the data active = activation above about 30%, passing the limit was not always enough; inconclusive = no clear call, values can overlap the other calls;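 note: 0% = neutral control wells and 100% = positive control wells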
# Tat transport = E. coli Tat transport inhibition. inhibition, % at 10 µM. 0.036% of 340,000 active. AID 488895. E. coli MC4100 TorA-mCherry Tat export, fluorescence;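 active = mean replicate inhibition at least 50% and at least half of replicates individually reaching 50%; inconclusive = only one of the two criteria met; inactive = neither criterion met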;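 note: exported cargo escapes ClpAP degradation while cytoplasmic cargo is degraded and loses fluorescence; 0% = median of neutral control wells and 100% = median of NaSCN control wells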
# CDK5 inh = blocks human CDK5/p35 kinase activity. Q00535+Q15078. Recombinant CDK5/p35, ADP-Glo luminescence, 60 min. inhibition, % at 10 µM. 0.01% of 330,000 active. AID 488839;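 active = highest replicate inhibition of at least 50% and at least 75% of replicates reaching 50%; inconclusive = only one of the two criteria met; inactive = both criteria failed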;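 note: plate controls were DMSO neutral control for no effect and GW8510 at 10 µM for full effect; many of its hits are not listed in these tables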
# Target sequence (Q00535 whole entry, looked up): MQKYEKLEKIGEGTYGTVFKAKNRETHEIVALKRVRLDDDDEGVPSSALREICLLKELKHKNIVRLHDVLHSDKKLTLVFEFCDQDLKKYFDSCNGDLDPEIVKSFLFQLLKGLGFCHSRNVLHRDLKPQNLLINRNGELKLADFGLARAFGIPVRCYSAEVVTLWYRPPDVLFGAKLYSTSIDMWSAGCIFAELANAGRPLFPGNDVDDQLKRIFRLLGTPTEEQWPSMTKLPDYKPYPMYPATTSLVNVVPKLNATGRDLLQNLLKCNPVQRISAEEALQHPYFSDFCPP
# Target sequence (Q15078 whole entry, looked up): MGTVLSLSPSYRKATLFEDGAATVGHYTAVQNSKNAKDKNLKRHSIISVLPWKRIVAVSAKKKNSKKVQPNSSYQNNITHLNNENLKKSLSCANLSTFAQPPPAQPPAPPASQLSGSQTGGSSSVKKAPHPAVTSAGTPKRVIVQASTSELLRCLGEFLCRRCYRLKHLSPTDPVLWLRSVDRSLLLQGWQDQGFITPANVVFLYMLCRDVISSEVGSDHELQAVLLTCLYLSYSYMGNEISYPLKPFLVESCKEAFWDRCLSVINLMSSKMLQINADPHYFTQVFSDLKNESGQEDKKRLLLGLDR
# V-ATPase pHluor = alters yeast V-ATPase proton transport; response, % at 10 µM; S. cerevisiae, pHLuorin cytosolic pH fluorescence; 0.37% of 350,000 active; AID 504577; in the data active = response mostly above about 7.3%, no sharp cut-off; inactive = mostly below about 5.4%; note: actives read high; inactives centre near 0; some compounds called inactive have numbers as strong as hits; reference of the scale not given here
# Rtt109 Vps75 = C. albicans Rtt109 histone acetyltransferase inhibition | inhibition, % at 34.9 µM | 0.16% of 330,000 active | purified Rtt109/Vps75, ThioGlo CoA-SH fluorescence, 4 h | Q5AAJ8 | AID 540336;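 active = inhibition of at least 50% in every replicate; inconclusive = best replicate reaches 50% inhibition but some replicates fall short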
# MITF TRPM1 HTS = MITF TRPM1 promoter activation in melanoma cells | 0.75% of 300,000 active | SK-MEL-5 TRPM1-promoter luciferase, 24 h; % of positive control, neutral wells = 0 | activation, % at 12.5 µM;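 active = mean activation of at least 80% with every replicate also reaching 80%; inconclusive = mean reaches 80% but some replicate falls short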;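 note: 0% = neutral control wells and 100% = parthenolide positive control wells; values of inactives mirror those of a sister screen read the other way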
# dFosB act = enhances mouse delta FosB homodimer DNA binding; P13346; purified delta FosB, TAMRA-CDK5 oligo fluorescence polarization; percent of positive-control signal above neutral wells; activation, % at 25 µM; 0.99% of 340,000 active; AID 493131;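 active = mean activation above about 17%, with every replicate also reaching it, limit read from the data, passing the limit was not always enough; inconclusive = only one of the two conditions met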;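 note: fluorescence polarization rise as delta FosB binds a TAMRA Cdk5 AP-1 oligo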
# Target sequence (P13346 whole entry, looked up): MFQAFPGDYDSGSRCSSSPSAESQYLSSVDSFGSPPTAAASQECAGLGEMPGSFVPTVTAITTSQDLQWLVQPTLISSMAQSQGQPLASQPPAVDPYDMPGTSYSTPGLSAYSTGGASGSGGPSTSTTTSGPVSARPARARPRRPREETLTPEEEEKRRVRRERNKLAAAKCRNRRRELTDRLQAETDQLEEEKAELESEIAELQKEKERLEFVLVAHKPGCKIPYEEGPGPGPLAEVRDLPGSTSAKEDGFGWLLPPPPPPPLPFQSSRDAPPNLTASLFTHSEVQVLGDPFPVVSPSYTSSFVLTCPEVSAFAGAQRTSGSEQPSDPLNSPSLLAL
# CAL PDZ FP-2 = CAL PDZ (human) peptide binding inhibition; purified CAL PDZ, TMR-peptide fluorescence polarization, 1 h; Q9HD26; 0.92% of 300,000 active; AID 602252; inhibition, % at 24.9 µM;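 active = mean inhibition of at least 30% with at least half of replicates also reaching 30%; inconclusive = no clear call, values can overlap the other calls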;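 note: 0% = DMSO neutral control and 100% = excess unlabeled competitor peptide PRC23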
# RTF Ca sens act = cardiac RTF calcium sensitization. P19429+P45379. IANBD-labeled TnC RTF fluorescence at EC20 calcium; 0% EC20 calcium, 100% full calcium. activation, % at 7.2 µM. 0.24% of 340,000 active;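 active = activation above the mean over all tested compounds plus 3 SD, cut at about 30% in these data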;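 note: rise in fluorescence read as greater calcium sensitivity of cardiac thin filaments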
# Active calls of the source: *; ? = inconclusive; . = not tested or not shown.
canonical_smiles	CAL PDZ FP-1	Wnt bcat act	Tat transport	CDK5 inh	V-ATPase pHluor	Rtt109 Vps75	MITF TRPM1 HTS	dFosB act	CAL PDZ FP-2	RTF Ca sens act
NC(=O)C1CCN(CC(=O)N2c3ccccc3CCc3ccccc32)CC1	-0.5	-3	-2	1.7	-1	5	3	-9	-2	-1
CC(C)(C)NS(=O)(=O)c1ccc(NC(=O)CS(=O)(=O)Cc2ccccc2)cc1	-3.0	1	4	0.8	6	1	-3	-1	-3	-2
CCOC(=O)C(C)Sc1cnccn1 (stereo not given)	-2.4	-4	-1	-0.6	1	-7	-6	2	2	1
CCO[C@@H]1OC(C(=O)Nc2ccccc2)=C[C@H](c2ccc(C(F)(F)F)cc2)[C@H]1CCCO	-0.4	-4	13	2.6	-1	2	2	-14	-2	-2
O=[N+]([O-])c1ccc(NN=Cc2ccc(O)cc2O)nc1	3.3	9	3	-0.7	0	6	1	4	48*	-7
COC(=O)C1=C(C)N=C2SC(C)C(=O)N2C1c1cccs1 (stereo not given)	-0.1	.	10	-1.7	4	-5	.	3	.	0
CCC(C)(C(=O)NC1CCCCC1)N(C(=O)C1CCC(=O)N1)c1ccc(C)cc1 (stereo not given)	-1.6	.	2	-1.2	3	-7	4	-2	-1	2
O=[N+]([O-])c1cccc(C(=S)N2CCCC2)c1	-1.9	-2	-2	3.1	4	18	7	-2	3	5
COc1ccc(C(c2nnnn2CS(=O)(=O)c2ccc(C)cc2)N2CCN(Cc3ccccc3)CC2)cc1 (stereo not given)	-0.8	.	11	0.3	1	-2	1	-6	1	4
Cc1nn(C)c(C)c1NS(=O)(=O)c1ccc(N2CCCC2=O)cc1	1.0	-2	4	-0.1	3	-4	-16	-4	-3	0
CC(NC(=O)COc1ccc(-c2nnco2)cc1)c1ccc(Cl)cc1Cl (stereo not given)	-0.9	.	-4	-1.8	1	4	13	-1	11	8
CCOc1ccc(C(c2nnnn2Cc2ccccc2)N2CCN(C(=O)c3ccco3)CC2)cc1 (stereo not given)	0.5	.	-4	0.0	-1	-6	17	-13	-4	-4
Nc1cc(Cl)ccc1N1CCOCC1	-0.9	.	2	1.1	1	12	-1	5	3	0
COc1ccccc1N1CCN(c2ccc(Cl)nn2)CC1	-0.1	0	6	0.3	-3	1	14	-9	.	4
CCCCCCc1c(O)nc(SCCN(C)C)[nH]c1=O	-1.9	-3	0	0.6	5	4	5	0	-5	-3
CCOC(=O)C1CCN(c2cc(C)nc3ccc(OC)cc23)CC1	-1.7	-1	7	1.1	-1	6	8	-4	-4	-5
Fc1ccccc1-c1nc2c(s1)CCc1onc(-c3ccc(Br)cc3)c1-2	-0.1	-2	-4	0.3	5	-2	-7	5	-3	-5
COc1ccc2c(c1OC)C(=O)N(c1ccc(OCc3ccccc3)cc1)C2=O	0.4	1	-5	-0.7	2	-5	-2	-5	-1	-2
COc1ccc(OC)c(S(=O)(=O)Nc2cc3c4c(c2)C(C)C(=O)N4CCC3)c1 (stereo not given)	-1.8	3	-6	2.0	-1	1	-2	5	-5	1
COc1ccccc1NC(=O)CCC(=O)OCc1ccc(Cl)cc1	-2.3	-2	3	0.1	-1	0	-3	1	-2	-3
COC(=O)[C@@H]1C[C@]2(OC(=O)c3ccccc3)C=CC(=O)C[C@@H]2N1C(=O)OCc1ccccc1	0.0	-17	1	0.0	-1	-2	-62	-10	-3	-2
NC(=O)c1cc([N+](=O)[O-])c(Cl)cc1NCc1cccnc1	-0.9	4	-7	39	0	12	4	-3	-3	-7
CCc1ccc(NC(=O)CC2S/C(=N/N=C3CCCCCC3)NC2=O)cc1 (stereo not given)	-2.3	-5	5	-0.1	3	5	-1	-3	0	-1
C/C(=N\NC(=O)c1cccc(S(=O)(=O)N2CCCC2)c1)c1cccs1	-1.1	11	-13	0.5	-2	-3	16	-6	-2	-4
CCOCCCNC(=O)CCC(=O)NNc1nc2ccccc2c2nc(C)nn12	-2.2	-4	-4	0.0	4	-3	-10	1	-2	1
O=C(C1CCCN(S(=O)(=O)c2ccc(Br)s2)C1)N1CCCCCC1 (stereo not given)	-0.9	.	0	-0.8	4	2	2	-1	2	-4
CC1(C)CC(NC(=O)c2ccncc2)CC(C)(C)N1O	-2.3	-1	-4	0.1	-5	0	-3	-1	-4	-1
COc1ccc(NC(=O)Nc2ccc3c(c2)C(=O)N([C@H](C)CO)C[C@H](C)[C@@H](CN(C)C(=O)Nc2ccc(OC)cc2)O3)cc1	0.1	-3	0	-0.5	2	-7	1	0	-2	7
O=S(=O)(NCc1cn2ccsc2n1)c1cccs1	-0.6	.	-5	-0.9	-1	-9	17	5	-2	7
COC(=O)c1c(C(=O)OC)c(-c2cccc(Cl)c2)n2c1CS(=O)(=O)C2	0.8	-1	12	0.5	3	11	-2	0	7	-1
O=C1CN(S(=O)(=O)c2ccc(F)cc2)c2ccccc2N1	0.5	-2	23	1.4	-3	14	.	7	4	1
CC(C)(C)c1ccc(S(=O)(=O)N(CCCN2CCOCC2)Cc2cccs2)cc1	-0.1	-4	6	0.1	-6	11	13	-9	0	4
CC1=C(C#N)C(=O)N(C)C(C)(C)C1	-0.5	.	-1	0.1	3	2	0	-4	-1	7
O=C(COC(=O)C1CCC1)Nc1ncc(Cl)cc1Cl	-1.2	0	10	-2.4	4	-6	-3	-5	0	-2
COCCCNC(=S)NCCCNc1nc2cc(C)cc(C)c2cc1C#N	-1.4	3	-3	-4.1	0	-51	-10	-13	.	1
CCN1CCN(c2nc(-c3ccccn3)nc3ccccc23)CC1	-2.5	.	2	-1.0	1	0	-7	-8	-1	0
CC(C)C(=O)N[C@@H]1c2ccccc2CC[C@H]1OCc1ccccc1	0.2	-4	-9	0.1	-2	3	14	1	-15	-4
C=CCOCCN(CC)CC	-1.1	2	-4	0.2	2	-1	10	3	-4	0
C=CCn1c(Sc2nncn2C)nc2c1c(=O)[nH]c(=O)n2C	0.8	1	-3	-2.3	0	1	.	-1	6	-2
CCOc1ccccc1COC(=O)c1cccc(-n2cnnn2)c1	-3.0	0	-4	1.2	0	-6	.	-9	-2	8
COC(CNC(=O)c1ccc2nc(-c3ccccc3)c(-c3ccccc3)nc2c1)OC	-5.1	-2	1	0.7	-1	-8	-5	-27	-3	3
Cc1nn(-c2ccccc2)c(Cl)c1/C=N/NC(=O)c1ccccc1F	-3.2	?	7	-4.2	-4	-2	.	-4	.	5
Cc1cc(C)c(NC(=O)COC(=O)C23CC4CC(CC(O)(C4)C2)C3)c(Cl)c1	-0.3	4	-5	2.1	-4	0	0	0	-5	0
COc1ccccc1CN(C)C(=O)C(NC(=O)Cc1cccc2ccccc12)C(C)C (stereo not given)	-0.7	-2	-3	-0.2	2	7	-3	-15	-4	-3
Cc1ccc(N(CC2CO2)S(=O)(=O)c2ccc([N+](=O)[O-])cc2)cc1 (stereo not given)	-3.6	-2	-1	2.7	5	.	-15	0	-1	-5
Cc1ccc(C2(c3noc(CN(C)Cc4cnn(C)c4)n3)CCCC2)cc1	0.0	-11	-6	-0.8	-1	1	-6	-9	-4	4
O=C(O)c1ccc(OCC(O)Cn2cnc3ccccc32)cc1 (stereo not given)	0.8	-1	4	2.6	4	-4	0	-2	-1	-3
Cc1ccccc1CN1C[C@@H]2C[C@@H](c3cnc(N4CCOCC4)s3)N3CCC[C@@]23C1=O	-1.4	-9	2	0.9	1	-2	-15	5	0	-1
Cc1oc(S(=O)(=O)N2CCCC2)cc1C(=O)Nc1ccc(F)cc1	-0.3	-2	3	1.2	3	-2	-11	1	1	2
CCCCN(CC)CCNc1c(N2CCN(C(=O)OCC)CC2)c(=O)c1=O	-0.9	.	7	-0.1	-2	-2	3	-2	.	0
CC(Sc1nnc(Cc2cccs2)n1C1CCCCC1)C(=O)NCc1ccco1 (stereo not given)	-1.1	.	-2	-0.1	-2	2	-11	-9	-1	10
CCSc1nc(O)cc(=O)[nH]1	1.6	-2	-4	-1.3	0	4	8	5	-9	-2
CCOc1ccc(CCNC(=O)C2CCN(c3nnc(-n4cccc4)s3)CC2)cc1OCC	-1.1	-4	-7	2.4	-2	7	-9	-2	-1	0
Cn1c(-c2cccc(F)c2)nc2c1c(=O)[nH]c(=O)n2Cc1ccccc1	-3.1	-2	5	-1.8	-2	0	-13	-1	-5	-2
C[C@H]1CN=C(N(C)C)N1CCC1CCCC1	-1.0	7	2	0.2	1	1	-13	-2	-3	-1
CC(C)Cc1cc(C(=O)N2CCC(N3CCC(C(=O)N4CCOCC4)CC3)CC2)n[nH]1	-0.5	-2	-1	0.3	1	-12	-5	-6	4	-2
Cc1ccc(C(c2c(C)nn(-c3ccccc3)c2N)c2c(C)nn(-c3ccccc3)c2N)cc1	1.7	0	2	-0.6	0	2	-6	-3	-3	8
Cc1ccccc1NC(=S)NNC(=O)c1ccoc1C	0.8	9	-4	0.6	0	0	26	1	.	8
CC(C)Cc1nc2sc3c(=O)[nH]cnc3c2c2c1CCCC2	-1.3	-2	1	1.5	-3	0	4	0	.	-1
CCOC(=O)c1cccc(NC(=O)CCn2nnc3ccccc32)c1	-0.8	.	5	1.2	1	-1	16	-10	-3	6

# More records
canonical_smiles	CAL PDZ FP-1	Wnt bcat act	Tat transport	CDK5 inh	V-ATPase pHluor	Rtt109 Vps75	MITF TRPM1 HTS	dFosB act	CAL PDZ FP-2	RTF Ca sens act
Cc1ccc(CNC(=O)C2CCC(CNc3nc(=S)[nH]c4ccccc34)CC2)cc1 (stereo not given)	-0.6	-1	-6	-7.2	0	-1	-21	?	.	1
CCOc1ncccc1C(=O)Nc1ccc(C)cn1	-2.9	2	5	-0.1	3	4	9	-11	-4	0
COc1ccccc1CNC(=O)C(=O)Nc1ccc(C(=O)N2CCC(C)CC2)cc1	-0.6	13	6	0.4	-5	4	-8	-12	-6	0
NS(=O)(=O)c1ccc(NC(=O)CSc2ccc3ccccc3n2)cc1	-5.2	-3	1	1.5	-1	-5	7	11	-5	-4
Cc1ccc(NC(=O)c2nn(C34CC5CC(CC(C5)C3)C4)cc2[N+](=O)[O-])cc1	-1.2	.	-3	1.9	2	1	1	-1	.	-4
COC(=O)CSc1nnc(NC(=O)/C=C\c2ccc3c(c2)OCO3)s1	-2.7	-2	-9	0.1	1	-4	4	6	-3	0
Cc1ccccc1-c1ccc(=O)n(CC(=O)Nc2ccc(C(=O)N3CCCC3)cc2)n1	.	2	-1	0.0	-2	1	.	-5	-2	-5
Cn1c(SCC(=O)N2c3ccccc3Sc3ccccc32)nnc1-c1ccco1	-2.6	-1	11	1.7	-2	16	2	-10	-5	8

# Bioassay records as filed in PubChem.
